Bioassay records deposited in PubChem BioAssay by National Center for Advancing Translational Sciences (NCATS).
Tau filament bind = qHTS Assay for Tau Filament Binding. recombinant tau filaments, thioflavin S fluorescence, 15 h; filaments grown with octadecylsulfate alongside compound. Potency, µM (titrated, usually from 57.1 µM), inactives show at the highest dose activity change, negative = inhibition. 2% of 71,000 active. AID 596, 2007;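 note: potency is the fitted concentration of half-maximal effect; % is set by controls: 0 for no effect and ±100 for the full control effect; actives lower thioflavin S fluorescence by blocking filaments or displacing dye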
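Tau 2 uM in ThS buffer dispensed; compound added; 60 uM ODS added (finals 1 uM tau, 30 uM ODS); 15 h 37 C; fluor ex450/em510.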
CRE-bla Fsk = Cell signaling CRE-BLA (Fsk stim); CHO CRE-bla reporter (cAMP response element driving beta-lactamase), forskolin EC10, beta-lactamase ratio; Potency, µM (highest dose often 38.2 µM), for inactives: at the highest dose activity change, negative = inhibition, usual class: activators; 2.5% of 71,000 active; AID 662, 2007; active = well fitted activation curve with a large enough effect in the signal ratio, with a control signal flat, not every such curve was filed as active; inconclusive = small, poorly fitted or top-dose-only effect, or effect the other way, or a change in a side signal; the % refers to the signal ratio; note: potency is the fitted concentration of half-maximal effect; % of control where 0% means no effect
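The 460nm/530nm emission ratio after CCF4 loading defined %Activity, from which AC50 values were obtained. CRE-bla CHO cells received compound dilution series together with an EC10 level of NKH 477 for 3 hours at 37 degrees Celsius.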
ERK AVP inh = qHTS Assay for Inhibitors of the ERK Signaling Pathway using a Homogeneous Screening Assay. HEK293-V1b, vasopressin-stimulated pERK AlphaScreen. Potency, µM (doses to about 57.5 µM), for the others: at the highest dose activity, negative = inhibition, most hits filed as inhibitors. 0.99% of 72,000 active. AID 995, 2007; note: potency is the fitted concentration of half-maximal effect; % is set by controls: 0 for no effect and ±100 for the full control effect; nearly all actives have a fitted effect of over 55% in size
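HEK293 cells stably expressing V1b receptor, preincubated 30 min at 37 °C with compound, then stimulated 5 min with 25 nM vasopressin. Phospho-ERK by AlphaScreen SureFire after 5 h RT; normalized to DMSO and vasopressin; AC50 by Hill fit.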
Rhodamine autofl = qHTS Assay for Spectroscopic Profiling in Rhodamine Spectral Region; AID 594, 2007; 0.05% of 59,000 active; max dye-equivalent concentration, M; Rhodamine-region fluorescence, 547/598 nm, Tris buffer; hits give high values; in the data active = max dye-equivalent concentration above about 11 nM; inconclusive = between about 1.1 nM and that limit
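qHTS spectral profiling of compounds without any target or enzyme present, in pH 8.0 Tris buffer; plates were read after a 15-minute room-temperature incubation using the rhodamine-region filter set.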
Texas Red fluor = qHTS Assay for Spectroscopic Profiling in Texas Red Spectral Region; Compound fluorescence, Texas Red channel, 547/618 nm; hits give high values; max dye-equivalent concentration, M; 0.06% of 59,000 active; AID 587, 2007; in the data active = max dye-equivalent concentration above about 10 nM; inconclusive = between about 1.1 nM and that limit
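Fluorescence at ex 547/em 618 nm, normalized against an on-plate Texas Red standard series to give dye-equivalent concentration per compound concentration. Buffer 100 mM Tris, pH 8.0; 15 min RT incubation before CCD imaging.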
Luciferase inh = qHTS Assay for Inhibitors of Firefly Luciferase; Luciferin 4-monooxygenase (Photinus pyralis), P08659; purified firefly luciferase, luminescence, 8 min; Potency, µM (series often up to 57.1 µM), without a hit: at the top dose activity change, negative = inhibition, most hits filed as inhibitors; 2.2% of 72,000 active; note: potency is the fitted concentration of half-maximal effect; % is set by controls: 0 for no effect and ±100 for the full control effect; nearly all actives have a fitted effect of over 40% in size
Target sequence (P08659 whole entry, looked up): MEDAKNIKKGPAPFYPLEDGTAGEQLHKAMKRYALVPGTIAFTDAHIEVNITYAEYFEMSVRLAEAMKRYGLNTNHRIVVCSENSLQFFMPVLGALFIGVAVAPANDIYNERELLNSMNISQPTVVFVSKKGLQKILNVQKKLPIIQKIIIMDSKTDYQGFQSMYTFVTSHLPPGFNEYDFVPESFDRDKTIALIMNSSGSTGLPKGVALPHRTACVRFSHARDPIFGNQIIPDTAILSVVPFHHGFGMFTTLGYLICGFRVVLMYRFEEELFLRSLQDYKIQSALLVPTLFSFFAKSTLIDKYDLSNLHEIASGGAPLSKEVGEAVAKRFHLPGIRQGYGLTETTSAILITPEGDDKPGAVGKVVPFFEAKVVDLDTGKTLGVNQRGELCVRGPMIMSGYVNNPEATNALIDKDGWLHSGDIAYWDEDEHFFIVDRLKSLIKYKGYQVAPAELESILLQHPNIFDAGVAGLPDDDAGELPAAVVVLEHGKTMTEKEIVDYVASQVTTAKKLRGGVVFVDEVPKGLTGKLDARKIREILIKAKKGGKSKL
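Firefly luciferase (PKLight detection mix) with 10 uM ATP in pH 7.2 imidazole buffer (KCl, MgCl2, Tween 20, BSA). Compounds tested across a concentration series (qHTS). Luminescence read after 8 min at ambient temperature.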
HADH2 inh = qHTS Assay for Inhibitors of HADH2 (Hydroxyacyl-Coenzyme A Dehydrogenase, Type II); 3.4% of 73,000 active; AID 886, 2007; Potency, µM (titrated, usually from 57.1 µM), for the others: at the top dose activity change, negative = inhibition, usual class: inhibitors; recombinant HADH2, NADH fluorescence, beta-hydroxybutyryl-CoA; 3-hydroxyacyl-CoA dehydrogenase type-2 (Homo sapiens), Q99714; note: potency is the fitted concentration of half-maximal effect; % is set by controls: 0 for no effect and ±100 for the full control effect; nearly all actives have a fitted effect of over 60% in size; many of its hits are not listed in these tables
Target sequence (Q99714 whole entry, looked up, one chain of several): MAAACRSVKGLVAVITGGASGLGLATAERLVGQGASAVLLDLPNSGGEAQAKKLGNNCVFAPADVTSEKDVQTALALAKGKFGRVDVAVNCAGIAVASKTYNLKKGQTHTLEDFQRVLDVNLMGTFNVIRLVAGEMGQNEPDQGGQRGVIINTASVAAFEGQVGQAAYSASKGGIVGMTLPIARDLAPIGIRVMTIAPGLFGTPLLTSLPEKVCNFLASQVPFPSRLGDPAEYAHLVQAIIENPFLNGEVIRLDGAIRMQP
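20 nM HADH2 + cpd, 15 min RT; add 1 mM NAD+/90 uM beta-hydroxybutyryl-CoA; kinetic fluorescence 360/450 nm, 4 min. Tris-HCl pH 9.0, 0.01% Tween-20.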
Pol III holo inh = qHTS Assay for Inhibitors of DNA Polymerase III Holoenzyme System. reconstituted DNA polymerase III holoenzyme replication, biochemical. Potency, µM (top dose mostly 57.1 µM), inactives show at the top dose activity change, negative = inhibition. 0.25% of 71,000 active. AID 603, 2007; note: potency is the fitted concentration of half-maximal effect; % is set by controls: 0 for no effect and ±100 for the full control effect
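Reconstituted *E. coli* holoenzyme (0.35 nM Pol III, 1 nM beta, 154 nM SSB, 2 nM primase) was preincubated with compound for 15 min at RT. Synthesis on 1.4 nM ssM13Gori ran 35 min, then was stopped with PicoGreen/EDTA and read as dsDNA fluorescence.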
15-hLO inh = qHTS Assay for Inhibitors of 15-hLO (15-human lipoxygenase). Polyunsaturated fatty acid lipoxygenase ALOX15 (Homo sapiens), P16050. purified 15hLO-1, xylenol orange hydroperoxide absorbance. Potency, µM (highest dose often 57.1 µM), for the others: top-dose activity change, negative = inhibition, usual class: inhibitors. 1.4% of 74,000 active. AID 887, 2007; note: potency is the fitted concentration of half-maximal effect; % is set by controls: 0 for no effect and ±100 for the full control effect; nearly all actives have a fitted effect of over 55% in size
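Inhibition is scored from a chromogenic endpoint. After 15 min enzyme-compound contact, arachidonic acid (50 uM final) reacts 6 min with 40 nM 15hLO-1 at room temperature, then Fe-XO reagent is added for 30 min and absorbance ratio recorded.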
Hsp90 Hop PPI = qHTS Assay for Disrupters of an Hsp90 Co-Chaperone Interaction. 0.44% of 71,000 active. Potency, µM (top dose mostly 57 µM), without a hit: at the top dose activity change, negative = inhibition. Hsp90 C-terminal peptide / TPR2A (Hop) interaction, human. AlphaScreen TPR2A-His6 binding biotin-Hsp90 C-terminal peptide; active = well fitted curve in either direction with a large enough effect; inconclusive = small, poorly fitted or top-dose-only effect, or another doubt; note: potency is the fitted concentration of half-maximal effect; % is set by controls: 0 for no effect and ±100 for the full control effect; many of its hits are not listed in these tables
HBB splice mod = qHTS Assay for Modulators of Hemoglobin Beta Chain Splicing. HBB splicing reporter cell assay, activation; EGFP reporter with mutant IVS2-654 intron; response scale: normalised to 500 nM splice-correcting PNA. Potency, µM (top dose mostly 46.1 µM), without a hit: top-dose activation, hits mostly activators. 0.06% of 65,000 active. AID 925, 2007; note: potency is the fitted concentration of half-maximal effect; 0% is about no effect
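Compounds were applied for 2 days to HeLa EGFP-654 cells, 500/well in Optimem with 2% FCS. The reporter's EGFP is disrupted by mis-splicing of beta-globin intron IVS2-654. Readout: summed well GFP fluorescence from 488 nm laser scanning; reference was 500 nM antisense […] 654 PNA.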
* marks the source's active call; other numbers are inactive results; i = inactive; ? = inconclusive; · = no result given; [ ] = remark or other dose. Unless noted, calls come from the whole dose curve; as a rule, active = well fitted curve in the direction sought with a large enough effect; inconclusive = small, poorly fitted or top-dose-only effect, or another doubt; inactive = no such curve, though single readings can be large; an effect the other way counts as inactive or inconclusive.

Below each SMILES – Tau filament bind	CRE-bla Fsk	ERK AVP inh	Rhodamine autofl	Texas Red fluor	Luciferase inh	HADH2 inh	Pol III holo inh	15-hLO inh	Hsp90 Hop PPI	HBB splice mod
FC(F)(F)c1ccccc1-c1nccc(NCc2ccccc2)n1
→ ?	-15%	-21%	i	i	0%[2.29 µM]	?	-4%	-21%	0%	0.0%
Cc1n[nH]c(C)c1S(=O)(=O)N1CCC(C(=O)O)CC1
→ 1%	1%	3%	i	i	2%	-5%	-6%	7%	-2%	2.5%[0.369 µM]
O=C(O)[C@@H](O)Cc1ccccn1
→ 0%[11.4 µM]	-2%[7.6 µM]	-5%[11.5 µM]	i	i	0%[11.4 µM]	-1%[11.4 µM]	-4%[11.4 µM]	3%[11.4 µM]	-2%[11 µM]	2.6%[9.22 µM]
CC(C)[C@H](CO)Nc1nc(Nc2cc(N)cc(Cl)c2)c2ncn(C(C)C)c2n1
→ 32µM*	?	?	·	·	-27%	-28%	-4%	-29%[25.6 µM]	?	·
CC(C)C(C(=O)NCC1CCCO1)N(Cc1ccco1)C(=O)CNS(=O)(=O)c1ccccc1 (stereo not given)
→ 2%	0%	2%	i	?	0%	15%	2%	2%	-1%	·
CC1CN(C(=O)c2cccs2)CCN1C(=O)c1cccs1 (stereo not given)
→ 232%	21%	3%	i	i	3%	-21%	-2%	63%[activator]	-6%	-0.9%
Cn1c(=O)n(CCc2ccccc2)c(=O)c2c1nc1n2CCCN1c1ccccc1
→ 12%	?	-20%	i	i	0%	-23%	-1%	-5%	-7%	-1.2%
Cc1ccc(C)n1-c1cccc(C(=O)O)c1
→ 9%	6%	-7%	i	i	3%	?	?	?	-13%	-1.1%
O=C(NC(Cc1ccccc1)C(=O)N1CCCC1C(=O)O)c1ccccc1 (stereo not given)
→ -4%	-4%	18%	·	·	3%	4%	0%	1%	1%	3.1%
COc1ccccc1CNC(=O)CS(=O)Cc1nc(-c2ccccc2C)oc1C (stereo not given)
→ 13%	-9%	-22%	·	·	-7%	-23%	-5%	-2%	-4%[2.3 µM]	-1.0%
CC(C)(C)c1ccc(O)c(O)c1
→ 3%	?	-3%	·	·	·	0.25µM*	1%	4µM*	-10%	-1.6%
O=C(CN(C1CCCCC1)S(=O)(=O)c1ccc(Cl)cc1)NCc1ccncc1
→ -11%	-11%	-20%	·	·	2%	1%	0%	6%	-6%	-0.1%
CC(=O)N1CC2(C)CN(C(C)=O)CC(C)(C1)C2O (stereo not given)
→ 3%	-3%	-3%	i	i	1%	7%	4%	14%	1%	0.0%
O=C(Nn1c(-c2ccccc2)nc2ccccc2c1=O)c1ccco1
→ -2%	?	-10%	i	i	0%	?	-5%	?	-10%	-1.7%
CCOC(=O)c1ccc(CC(=O)c2oc3cc(O)ccc3c2C)o1
→ 8%	?	1%	i	?	0%	?	2%	20µM*	-12%	-3.9%
CCOc1cc(Br)c(C(=O)O)cc1OCC
→ -14%	?	-23%	i	i	1%	?	1%	-27%	-7%	-1.8%
CC(C)Cc1cc(C(=O)NCc2cccs2)no1
→ -17%	-1%	12%	·	·	-20%	1%	2%	1%	-1%[2.3 µM]	0.0%
CCN(CC)c1ccc(/C=N/n2nnnc2N)c(O)c1
→ 70%	?	-14%	·	·	-10%	-18%	-4%	-23%	-1%	-9.2%
Cn1c(CCN2CCCCCC2)nc2cc(NC(=O)Nc3ccccc3)ccc21
→ 6%	0%	2%	i	i	-18%	-10%	-7%	-1%	-6%	-1.4%
COC(=O)c1ccc(C(NC(=O)OCc2ccccc2)/C(F)=C/[C@@H](C)C(=O)NCc2cc(C)on2)cc1 (stereo not given in full)
→ i	-4%	11%	·	·	·	3%	0%	-9%	0%	-0.2%
CCOC(=O)c1ccc(N2C(=O)C3CC=CCC3C2=O)cc1 (stereo not given)
→ 2%	4%	4%	·	·	-5%	7%	-6%	3%	6%	0.0%[9.22 µM]
CC1(C)CC(=O)C2=C(C1)NCN(CCCN1CCOCC1)C2
→ -5%	1%	3%	i	?	2%	4%	-4%	?	1%	4.4%[0.369 µM]
O=C(NCCO)c1scc2c1OCCO2
→ 9%	-7%	7%	i	i	3%	9%	-1%	-3%	-3%	-0.2%
CCOc1ccccc1C1C(C#N)=C(N)SC(N)=C1C#N
→ 68%	?	15%	i	i	-5%	-28%	11%	?	-1%	?
CC(C)COC(=O)c1ccc(NC(=O)C2C3CCC(C3)C2C(=O)O)cc1 (stereo not given)
→ -20%	9%	-17%	·	·	-5%	2%	-3%	-4%	-2%	1.1%
COc1ccc(C(=O)N2c3ccccc3CC2C)cc1OC (stereo not given)
→ -17%	-12%	-2%	i	?	-1%	15%	-4%	0%	-4%	-1.2%
O=C(O)c1cnc2ccccc2n1
→ -3%	-4%	-1%	i	i	1%	6.3µM*	-5%	20µM*	-4%	0.0%[57.5 µM]
CN1C(=O)C(=C2CCCCCC2)SC1=S
→ -4%	12%	3%	i	i	1%	-30%	2%	-7%	0%	-1.1%[0.369 µM]
COc1ccc(F)c(C2C(C#N)=C(N)Oc3n[nH]c(C(C)(C)C)c32)c1 (stereo not given)
→ 10%	5%	-10%	i	i	1%	-7%	1%	-18%	-8%	·
O=C(COC(=O)CCC(=O)Nc1nccs1)NCc1ccco1
→ -9%	-2%	-5%	i	i	-1%	6%	-8%	-2%	?	·
O=C(OCC(=O)N1CCCCCC1)c1cccs1
→ -11%	-4%	-10%	i	i	-25%	-5%	-1%	1%	-3%	0.2%[57.5 µM]
Fc1ccc(-c2cc(C(F)(F)F)nc(-n3cncn3)n2)cc1
→ -3%	?	?	i	?	0%	-16%	-4%	1%	-1%	-4.3%
Cc1ccc(C)c(C(=O)C(C)OC(=O)c2cccn2C)c1 (stereo not given)
→ -11%	-4%	10%	i	i	-3%	-6%	3%	-9%	16%	-0.3%
CCCn1c(C(O)c2ccc3c(c2)OCO3)nc2ccccc21 (stereo not given)
→ 7%	-2%	-8%	i	?	-3%	10%	-4%	14%	-1%	-0.4%[57.5 µM]
COc1ccc(N/C=C2/CCCCC2=O)cc1
→ 3%	3%	-1%	i	?	-15%	-11%	0%	-8%	-2%	-0.8%
O=C(COC(=O)CCc1c[nH]c(=O)[nH]1)Nc1ccccc1
→ 9%	3%	-6%	i	i	-2%	-27%	-5%	-3%	0%	·
O=C(O)c1ccc(S(=O)(=O)N=Nc2c(O)[nH]c3ccccc23)cc1
→ -1%[11.4 µM]	-3%[7.6 µM]	-9%[11.5 µM]	i	i	4%[11.4 µM]	6%[11.4 µM]	-8%[11.4 µM]	1%[11.4 µM]	-4%[11 µM]	0.2%[9.22 µM]
CCC(CC)C(=O)NCCc1cc2ccc(OC)cc2[nH]c1=O
→ 11%	-10%	11%	i	i	1%	-9%	-2%	6%	-8%	1.2%
O=C(Nc1ccc(S(=O)(=O)N2CCc3ccccc32)cc1)c1ccco1
→ -1%	12%	-29%	i	i	4%	7%	1%	-20%	0%	·
CN(CC(=O)N1CCc2ccccc21)S(=O)(=O)c1cccc2cccnc12
→ 18%	-10%	-6%	·	·	-2%	-3%	-1%	-3%	-5%	0.3%
CCOC(=O)C1CCCN(C(=O)c2cn(C)c3ccc(S(=O)(=O)N(C)C)cc3c2=O)C1 (stereo not given)
→ 1%	-3%	-2%	·	·	-5%	-9%	1%	0%	0%	0.0%
CC(C)(C)NC(=O)Cn1nnc(-c2ccc(Cl)cc2)n1
→ -8%	?	2%	i	i	1%	-10%	0%	-8%	-2%	-1.5%
O=C(CS(=O)(=O)Cc1ccccc1)NCC1CCCO1 (stereo not given)
→ 1%	?	-3%	i	?	1%	3%	-2%	-2%	1%	-0.1%

This is a subset; count on the stated rates, not on these rows.
